Assay outcomes as filed in PubChem.
CatB mixtures: inhibitors of human cathepsin B in compound mixtures | AID 488 | Purified cathepsin B, AMC dipeptide fluorescence | P07858 | inhibition, %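 (ten-compound pools at 5 µM per compound and 50 µM total)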 | hit rate 0.06% among 62,000; in the data active = inhibition above about 22%, passing the limit was not always enough;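 also: 0% = enzyme without compound and 100% = no enzyme blank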
FXIa mix inh: factor XIa (human) inhibition, mixture screen; AID 680; hit rate 0.19% among 62,000; purified FXIa, fluorogenic substrate, pooled mixtures; P03951; inhibition, % at 5 µM; in the data active = inhibition above about 20%, passing the limit was not always enough;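 also: each value is inhibition by a whole ten-compound pool holding the compound; 0% = enzyme with no mixture and 100% = wells lacking enzyme; strong numbers were not always called active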
CatL inh: blocks human cathepsin L protease activity; P07711; purified cathepsin L, fluorogenic substrate, fluorescence; inhibition, %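 (tested at 10 µM)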; hit rate 0.17% among 58,000; in the data active = inhibition above about 45%;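 also: 0% = enzyme with no compound and 100% = no enzyme blank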
AP ELISA ortho: alternative pathway complement inhibition, orthogonal assay; Human serum alternative complement pathway, LPS-coated ELISA, C3 deposition; tested in compound mixtures; inhibition, % at 5 µM; hit rate 0.08% among 62,000;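 active = inhibition above 30% in each of the two pooled mixtures holding the compound, so the lower value exceeds 30%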;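 also: 0% = serum in Mg-EGTA without compound and 100% = EDTA serum blank; some compounds past the cut are filed as inactive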
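Test system: human serum complement alternative pathway, C3 deposition onto LPS / Medium: Mg2+-EGTA GVB++ buffer containing human serum at 1:15 dilution / Probe or stimulus: Plate-bound LPS / Times: 1 h at 37 °C / Signal: ELISA with HRP anti-human C3 antibody, TMB substrate, absorbance 450 nm / Measure: percent inhibition / Repeats: two pool placements per compound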
CatS block: blocks human cathepsin S protease activity; P25774; recombinant cathepsin S, AMC dipeptide fluorescence, pooled mixtures; inhibition, %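 (tested at 5 µM per compound within 10-compound mixtures)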; hit rate 0.06% among 62,000; AID 501; in the data active = inhibition above about 32%, passing the limit was not always enough;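 also: 0% = enzyme without compound and 100% = blank without enzyme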
CatG inh: blocks human cathepsin G enzyme activity | hit rate 0.2% among 62,000 | inhibition, % at 5 µM (by protocol) | AID 581 | purified enzyme, AMC-tetrapeptide fluorescence, pooled mixtures | P08311;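 active = inhibition above 20% in each of the two mixture wells holding the compound; inactive = inhibition of 20% or less in either well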;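 also: 0% = enzyme control without mixture and 100% = blank lacking enzyme; strong numbers were not always called active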
CatB inh: human cathepsin B inhibition. AID 453. purified cathepsin B, fluorogenic substrate, fluorescence. P07858. hit rate 0.1% among 63,000. inhibition, %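 (tested at 10 µM)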; in the data active = inhibition above about 21%;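 also: 0% = enzyme with no compound and 100% = no enzyme blank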
E coli RNAP: blocks E. coli RNA polymerase transcription; inhibition, %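 (tested at 10 µM)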; fluorescence transcription assay; AID 559; hit rate 0.2% among 62,000; in the data active = inhibition above about 20%;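 also: 0% = enzyme without compound and 100% = no enzyme blank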
Target sequence (P0A8V2 whole entry, looked up): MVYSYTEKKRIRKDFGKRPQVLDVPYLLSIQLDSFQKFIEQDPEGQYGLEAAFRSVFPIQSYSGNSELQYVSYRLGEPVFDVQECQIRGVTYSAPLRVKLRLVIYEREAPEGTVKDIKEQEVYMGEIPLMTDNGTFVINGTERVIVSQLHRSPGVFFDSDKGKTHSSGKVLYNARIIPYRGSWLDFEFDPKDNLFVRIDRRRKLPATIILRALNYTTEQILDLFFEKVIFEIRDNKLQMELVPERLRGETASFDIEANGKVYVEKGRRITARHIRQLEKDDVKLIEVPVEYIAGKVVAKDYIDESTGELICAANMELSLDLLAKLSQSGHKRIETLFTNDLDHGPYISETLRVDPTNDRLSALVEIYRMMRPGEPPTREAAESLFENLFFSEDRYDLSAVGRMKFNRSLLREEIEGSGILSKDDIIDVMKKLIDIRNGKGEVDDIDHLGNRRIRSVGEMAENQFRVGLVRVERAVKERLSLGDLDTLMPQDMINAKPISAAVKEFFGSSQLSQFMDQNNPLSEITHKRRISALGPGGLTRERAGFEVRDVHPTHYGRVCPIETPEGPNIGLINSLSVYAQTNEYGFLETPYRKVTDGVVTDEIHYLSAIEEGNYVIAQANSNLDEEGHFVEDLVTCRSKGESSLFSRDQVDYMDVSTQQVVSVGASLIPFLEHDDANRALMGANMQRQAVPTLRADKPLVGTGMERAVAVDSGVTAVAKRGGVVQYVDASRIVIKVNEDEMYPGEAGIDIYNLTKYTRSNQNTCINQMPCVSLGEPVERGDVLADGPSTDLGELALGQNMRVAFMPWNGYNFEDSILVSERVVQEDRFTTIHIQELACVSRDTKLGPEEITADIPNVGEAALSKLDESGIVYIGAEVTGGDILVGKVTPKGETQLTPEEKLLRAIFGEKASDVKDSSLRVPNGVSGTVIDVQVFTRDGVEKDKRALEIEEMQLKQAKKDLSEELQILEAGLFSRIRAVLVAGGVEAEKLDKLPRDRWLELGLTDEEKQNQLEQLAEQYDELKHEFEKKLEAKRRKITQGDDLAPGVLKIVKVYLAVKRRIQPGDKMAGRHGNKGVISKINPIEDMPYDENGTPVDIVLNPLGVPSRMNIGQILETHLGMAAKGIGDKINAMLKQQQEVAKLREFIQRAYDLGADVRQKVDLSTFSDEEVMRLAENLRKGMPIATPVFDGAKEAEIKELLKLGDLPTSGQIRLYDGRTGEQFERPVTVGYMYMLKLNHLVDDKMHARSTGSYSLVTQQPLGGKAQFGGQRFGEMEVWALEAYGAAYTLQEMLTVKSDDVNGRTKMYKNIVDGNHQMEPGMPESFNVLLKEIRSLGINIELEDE
C1s block: blocks human complement C1s protease activity; hit rate 0.16% among 62,000; P09871; purified C1s, fluorogenic AMC substrate, pooled mixtures; AID 538; mean inhibition % of two 10-compound mixtures (stronger effect = higher value), % at 5 µM (by protocol);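 active = inhibition above 20% in each of the two 10-compound mixture wells holding the compound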;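 also: 0% = enzyme wells lacking compound mixture and 100% = no-enzyme blank wells; some compounds called inactive have numbers as strong as hits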
An asterisk follows results filed as active; nt = not tested or not shown.

SMILES	CatB mixtures	FXIa mix inh	CatL inh	AP ELISA ortho	CatS block	CatG inh	CatB inh	E coli RNAP	C1s block
CCCc1nc2c(sc3nc4c(cc32)COC(C)(C)C4)c(=O)n1Cc1ccco1	3	11	nt	12	1	-1	5	-3	-4
Cc1nc2ncnn2c(C)c1CCC(=O)NCc1ccc2c(c1)OCO2	2	5	4	14	-5	-3	0	2	-25
CCOC(=O)c1[nH]c(C)c(C(=O)N2CCN(c3ccccc3)CC2)c1C	3	0	4	9	-1	-3	-9	0	2
CC1Cn2c(nc3sc4c(c3c2=O)CCC4)N1CCO (centres undefined)	5	12	-1	3	10	-1	0	0	-2
Cc1ccc(-n2nnc3c(=O)n(CC(=O)OCc4ccccc4)cnc32)cc1	1	7	nt	10	-1	7	1	4	13
O=C(CNS(=O)(=O)c1cccs1)N1CCCC1	5	8	-5	17	-5	10	-2	4	11
CC1CCC(NC(=O)C2CCN(C(=O)NC3CCCCC3)CC2)CC1 (centres undefined)	-2	10	-9	21	-4	11	1	-2	13
CCC(C)NC(=O)C(NS(=O)(=O)c1cccc2nsnc12)c1ccccc1 (centres undefined)	0	7	-4	11	-9	8	0	4	11
CCCCNC(=O)NS(=O)(=O)c1ccc(C(=O)OC)o1	5	11	-1	5	17	1	-4	8	-2
Cc1nn(CCO)c(C)c1Oc1ccccc1O	5	5	-5	24	2	11	6	6	-8
CCOc1ccc(NC(=O)CN2CCN(CC(=O)c3ccc(OCC)cc3)CC2)cc1	8	4	5	11	1	10	2	7	16
CCc1cccc(NC(=O)Cn2cccc2)c1	3	8	-8	6	-2	10	2	8	16
O=C(CSc1nnc(CNC(=O)c2ccco2)o1)c1ccc(Cl)cc1	-1	5	-2	6	-2	-6	2	-1	-29
CC(NC(=O)c1ccccc1)C(=O)NC1=NCCS1 (centres undefined)	4	3	5	7	-2	-1	-5	4	1
COc1ccc(OCC(=O)OCCN(C)C)cc1	0	7	3	-2	5	21	0	11	4
CCN(Cc1nc2ccccc2c(=O)[nH]1)Cc1nc2cc(OC)c(OC)cc2c(=O)[nH]1	1	-3	1	-8	10	-15	1	-15	-19
C=C(Br)Cn1c(CCC)nc2ccccc21	-1	2	4	-6	-4	-14	4	-1	-9
CCOC(=O)N1CCN(C(=O)c2cc3c(-c4ccc(Cl)cc4)nn(C)c3s2)CC1	4	5	nt	19	-4	10	-3	-1	-1
CCC(C(=O)N1CC2(C)CC1CC(C)(C)C2)N1C(=O)c2ccccc2C1=O (centres undefined)	1	9	5	9	0	-1	1	4	0
COc1ccc(Cn2nnnc2C(c2cccs2)N2CCSCC2)cc1 (centres undefined)	-4	0	5	-12	-1	11	-1	4	4
O=C(CCN1C(=O)c2ccccc2S1(=O)=O)Nc1nc2c(s1)CCCC2	-2	1	5	-6	6	10	2	10	12
Cc1ccc(Cn2nnnc2CN2CCC(O)(c3ccccc3F)CC2)cc1	7	9	3	-1	6	4	-5	9	4
Cc1oc(C)c2c(=O)ccc3c(c12)OC(N)=C(C#N)C3c1ccccc1 (centres undefined)	1	7	5	24	-4	7	-2	5	15
CCc1nnc(NC(=O)CCN2C(=O)c3ccccc3C2=O)s1	3	0	10	8	0	3	5	-1	-1
Cc1ccc(NC(=O)C2CCCNC2=O)nc1 (centres undefined)	6	6	3	7	-11	11	3	7	13

Entries above containing a furan ring, fused or not:
SMILES	CatB mixtures	FXIa mix inh	CatL inh	AP ELISA ortho	CatS block	CatG inh	CatB inh	E coli RNAP	C1s block
CCCc1nc2c(sc3nc4c(cc32)COC(C)(C)C4)c(=O)n1Cc1ccco1	3	11	nt	12	1	-1	5	-3	-4
CCCCNC(=O)NS(=O)(=O)c1ccc(C(=O)OC)o1	5	11	-1	5	17	1	-4	8	-2
O=C(CSc1nnc(CNC(=O)c2ccco2)o1)c1ccc(Cl)cc1	-1	5	-2	6	-2	-6	2	-1	-29
Cc1oc(C)c2c(=O)ccc3c(c12)OC(N)=C(C#N)C3c1ccccc1 (centres undefined)	1	7	5	24	-4	7	-2	5	15

Remaining list, next part.
SMILES	CatB mixtures	FXIa mix inh	CatL inh	AP ELISA ortho	CatS block	CatG inh	CatB inh	E coli RNAP	C1s block
O=S(=O)(Nc1ccc2c(c1)oc1ccccc12)N1CCCC1	0	11	12	6	19	-2	2	8	-4
COC(=O)c1cc(NS(=O)(=O)c2ccc3c(c2)CCC(=O)N3)cc(C(=O)OC)c1	3	7	-3	6	-8	7	2	2	10
COC(=O)c1ccc(N2C(=O)c3ccc(OC)c(OC)c3C2=O)cc1	3	9	6	-2	0	9	2	11	15
CCC1CCCCN1CCCNC(=O)C1CCC(=O)N1Cc1ccc(C)cc1 (centres undefined)	2	4	19	15	4	0	-7	2	-22
Cc1cc(C(=O)CN2C(=O)NC(Cc3c[nH]c4ccccc34)C2=O)c(C)n1C (centres undefined)	6	6	nt	5	-2	1	0	5	0
COc1ccc(OC)c2[nH]c(=O)c(CCNC(=O)c3ccc(S(=O)(=O)N(C)C)cc3)cc12	-6	-2	10	0	-5	-8	1	-5	-55
CC(C)OC(=O)C1C(=O)CC(C)(O)C(C(=O)OC(C)C)C1c1cccnc1 (centres undefined)	-1	-7	1	-2	9	8	5	4	-3
Cc1ccc(C(C)C)c(OCCCN2CC(C)OC(C)C2)c1 (centres undefined)	-7	2	-1	10	-6	10	0	8	10
CCOc1ccccc1N(CC(=O)N1CCOCC1)S(=O)(=O)c1ccccc1	10	7	-2	2	2	-12	8	-11	-13
c1coc(-c2nnc3n2C2(CCCC2)Cc2ccccc2-3)c1	6	3	1	-18	-1	-12	1	-1	-18
Cc1nc2ccc3nc(NC(=O)c4ccc(S(=O)(=O)N5CCOCC5)cc4)sc3c2s1	-3	2	-7	-3	13	-1	2	11	-3
CCOc1ccc(NC(=O)c2cc3n(n2)C(C(F)(F)F)CC(c2ccco2)N3)cc1 (centres undefined)	0	-7	-3	-11	-2	-7	1	-7	-15
CC(=O)c1cccc(NS(=O)(=O)c2ccc3c(c2)oc(=O)n3C)c1	3	-4	-1	7	-6	-4	5	-1	-18
Cc1cccc(C(OC(=O)c2ccco2)C(=O)NCc2ccccc2)n1 (centres undefined)	-4	-2	-9	17	-8	6	7	2	-4
C=CCSc1nc(N)c(C#N)c(-c2ccccc2)c1C#N	3	7	9	-26	0	-4	0	1	-3
CCOC(=O)c1cnc(-c2ccccc2)nc1N	9	3	2	-8	12	-5	nt	0	-12
CCOc1cc(S(=O)(=O)NCc2cccs2)ccc1Cl	-1	5	1	12	-3	-1	4	2	-24
O=C(c1n[nH]c(=O)c2ccccc12)N1CCN(C2c3ccccc3-c3ccccc32)CC1	0	6	1	-6	13	7	2	9	13
CN1C=CC=C/C1=C(\C#N)c1nc2ccccc2[nH]1	3	2	-5	12	-1	1	-5	4	-18
O=C(Nc1ccc(Cl)cc1)c1ccncc1	3	-3	2	16	-3	7	-1	2	3
CC1CCN(CCCn2c(=S)[nH]c3ccc(N4CCOCC4)cc3c2=O)CC1	3	5	5	4	11	9	4	6	0
Nc1cc(-c2cccc(F)c2)nn1S(=O)(=O)c1cccc2nsnc12	5	6	6	10	21	-2	0	9	1
COc1cccc2cc(NC(=O)C3CCCCC3)c(=O)oc12	2	1	6	-11	8	-10	6	5	-28
Cc1nn(CC(=O)O)c(C)c1C	4	4	16	4	2	8	4	10	13
CC1CCN(C(=O)Cn2c(SCC(=O)Nc3nccs3)nc3ccccc32)CC1	4	8	nt	3	15	0	0	6	2
More compounds:
SMILES	CatB mixtures	FXIa mix inh	CatL inh	AP ELISA ortho	CatS block	CatG inh	CatB inh	E coli RNAP	C1s block
Cc1cc(C)nc(N2CCC(C(=O)NCCc3ccccc3)CC2)n1	2	0	-3	14	-4	-1	-2	-1	3
CCCc1cc(C(=O)NCc2ccc(OC)cc2)no1	7	6	19	17	7	3	3	9	4
Cc1cc(C)nc(SCC(=O)Nn2cnnc2)n1	1	-3	8	7	-7	-1	-4	0	-2
Nn1c(SCC(=O)Nc2ccc(Oc3ccccc3)cc2)nnc1C1CC1	1	-7	-2	-11	15	2	4	7	-7
Cc1ccc(Cn2nnc3c(=O)[nH]c(C4CCN(S(=O)(=O)c5cc(C)ccc5C)CC4)nc32)cc1	0	0	22	5	8	1	9	6	1
CCN(CC)C(=O)c1ccc(COc2ccccc2Br)o1	-2	7	17	18	10	0	2	-1	0
Cc1ccc(NC(=O)Cc2cn3ccsc3n2)nc1	4	6	4	12	4	10	4	3	16
Cc1cccc(NCc2ccccc2O)c1C	-3	3	0	11	0	6	3	-1	-19
c1ccc(C2=Nn3c(nnc3-c3n[nH]c4c3CCC4)SC2)cc1	0	8	10	10	-8	7	5	5	-1
Cc1c(/C=N/n2cnnc2)c2ccccc2n1CCOc1ccccc1	-8	-16	-9	14	-21	-1	3	9	-101
O=c1c2ccccc2nnn1CSc1ccc2c(c1)OCCO2	-4	-12	nt	-4	5	0	0	6	-33
CC1CN(C(=O)c2cccs2)CCN1C(=O)c1cccs1 (centres undefined)	3	-8	24	9	5	8	5	8	7
CCCCC(CC)C(=O)NCc1ccccc1OC (centres undefined)	1	3	12	-27	2	-2	-2	7	3
c1ccc2oc(SCc3cn4ccccc4n3)nc2c1	7	5	11	16	0	10	2	6	14
COc1ccccc1OCc1nnc(SCC(=O)c2cc(Cl)ccc2OC)o1	-5	-10	6	-6	3	3	1	7	-73
CCCCNC(=O)c1ccccc1C(=O)NCCCC	-2	7	0	15	9	1	0	-3	1
Cc1ccc(Cl)cc1N1CCN(C(=O)C2CCN(S(=O)(=O)c3cnc[nH]3)CC2)CC1	1	4	38	7	3	12	9	5	14
Fc1ccc(C2=Nn3c(Cc4ccccc4)nnc3SC2)cc1	2	3	6	0	6	-2	6	-2	-4
Cc1ccc(NC(=O)NC(=O)N(c2ccccc2)S(C)(=O)=O)cc1	5	1	-7	11	2	10	0	2	15
COc1cccc(CN2CCN(CC(=O)Nc3ccccc3Cl)CC2)c1	4	1	19	15	0	-4	-4	3	-26
CCCCCn1c(N2CCC(Cc3ccccc3)CC2)nc2c1c(=O)[nH]c(=O)n2C	-3	5	nt	-2	-4	16	4	7	14
CCOc1ccc(N2CC(=O)N/C2=N\c2nc(C)cc(C)n2)cc1	-3	4	-2	-2	-4	8	2	1	-1
COc1ccccc1-c1c(C)nn2c(N3CCC4(CC3)OCCO4)cc(C)nc12	6	8	7	14	4	7	0	8	-8
CCN(Cc1ccccc1)S(=O)(=O)c1nc2nc(C)c(C)c(C)n2n1	1	4	24	-8	16	-7	4	12	-25
COCCCNC(=O)c1ccccc1NS(=O)(=O)c1ccc(C)cc1	-7	-4	3	3	5	8	1	8	-5
Next section
SMILES	CatB mixtures	FXIa mix inh	CatL inh	AP ELISA ortho	CatS block	CatG inh	CatB inh	E coli RNAP	C1s block
Cc1ccc(NC(=O)N2C(=O)C3(OCCO3)c3ccccc32)cc1	1	2	26	3	4	-2	1	8	2
CCn1c(CSc2nc3ccccc3s2)nc2ccccc21	-3	7	-1	25	-12	-3	-8	-4	-6
CN1CCc2c(sc3c2c(NCc2ccco2)nc2nnnn23)C1	5	6	-37	-12	13	-9	11	-6	-19
COC(=O)C1Sc2[nH]c(=O)sc2C(c2ccc(Cl)cc2)C1C(=O)OC (centres undefined)	9	0	nt	14	9	-2	11	4	-32
Cc1n[nH]c(C)c1S(=O)(=O)N1CCCC(C(=O)NCc2cccs2)C1 (centres undefined)	7	6	18	3	15	11	8	8	13
CN1CCN(/C=N/c2c(C#N)cnn2Cc2ccccc2)CC1	6	7	-4	-4	4	1	-3	7	4
COc1ccc(-c2cn3c(C)c(C(=O)NCCN4CCOCC4)sc3n2)cc1	1	-4	14	3	13	10	1	8	1
Cn1c(=O)c2c(-c3ccccc3)n(N3CCOCC3)cc2n(C)c1=O	-1	-1	-1	-10	7	2	1	6	0

Some of the compounds tested. The share of hits here may be higher or lower than overall.
